High-throughput results as filed in PubChem BioAssay.
STK33 inh – inhibitors of purified STK33 kinase, primary screen, biochemical, ADP-Glo luminescence, homogeneous, cell-free. hit rate 0.073% among 320,000. MBP phosphorylation. Serine/threonine-protein kinase 33 (Homo sapiens), Q9BYT3. inhibition, % at 10 µM;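 active = inhibition at or above 25%, using the most active replicate where run in duplicate; inactive = inhibition below 25%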
Target sequence (Q9BYT3 whole entry, looked up): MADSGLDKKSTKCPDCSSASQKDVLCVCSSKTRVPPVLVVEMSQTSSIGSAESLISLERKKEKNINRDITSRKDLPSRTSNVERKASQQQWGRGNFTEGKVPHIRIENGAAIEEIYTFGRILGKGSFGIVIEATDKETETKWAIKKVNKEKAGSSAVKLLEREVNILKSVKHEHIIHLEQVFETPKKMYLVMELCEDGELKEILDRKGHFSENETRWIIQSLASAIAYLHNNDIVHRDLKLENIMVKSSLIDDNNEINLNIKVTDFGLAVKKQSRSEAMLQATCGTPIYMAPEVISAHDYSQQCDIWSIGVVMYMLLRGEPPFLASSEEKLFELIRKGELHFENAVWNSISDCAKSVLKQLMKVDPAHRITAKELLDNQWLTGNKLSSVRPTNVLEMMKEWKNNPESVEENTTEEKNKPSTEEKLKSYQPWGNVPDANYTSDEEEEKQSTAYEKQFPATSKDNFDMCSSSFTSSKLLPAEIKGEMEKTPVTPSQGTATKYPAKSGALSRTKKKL
OX1R antag – antagonists of human orexin 1 receptor (OX1R); Orexin/Hypocretin receptor type 1 (Homo sapiens), O43613; OX1R-expressing cells, FRET antagonist read-out; inhibition, % at 6.6 µM; hit rate 1.8% among 330,000; in the data active = inhibition mostly above about 38%, no sharp cut-off; inactive = mostly below about 40%;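 also: 0% = agonist challenge alone and 100% = reference antagonist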
Target sequence (O43613 whole entry, looked up): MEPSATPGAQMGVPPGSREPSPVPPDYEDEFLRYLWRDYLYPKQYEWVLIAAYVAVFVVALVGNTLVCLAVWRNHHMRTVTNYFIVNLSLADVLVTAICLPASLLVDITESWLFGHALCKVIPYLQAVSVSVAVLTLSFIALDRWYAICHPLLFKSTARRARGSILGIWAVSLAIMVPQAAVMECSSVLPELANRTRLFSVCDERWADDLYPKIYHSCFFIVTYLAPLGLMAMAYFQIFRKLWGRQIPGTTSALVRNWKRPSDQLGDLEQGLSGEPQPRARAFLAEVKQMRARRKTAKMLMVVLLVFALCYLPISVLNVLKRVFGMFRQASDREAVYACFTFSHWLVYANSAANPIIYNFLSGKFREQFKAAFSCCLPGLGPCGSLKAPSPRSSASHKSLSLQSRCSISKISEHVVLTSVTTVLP
* = called active by the depositor; / = no result given.

SMILES | STK33 inh | OX1R antag
Nc1nc(-c2cc3ccccc3o2)cs1 | 0.5 | 35
Cc1ccc(SCC(=O)NCc2ccco2)cc1 | -1.5 | 17
Cc1ccc(OCCC(=O)OCC(=O)NCCc2ccccc2)cc1 | -0.8 | 22
Cc1ccc(S(=O)(=O)Nc2ccc3c(c2)nc(CCN2CCOCC2)n3C)cc1 | -1.1 | 5
Cc1cc(C(F)F)n2ncc(C(=O)N3CCC(C(N)=O)CC3)c2n1 | -1.1 | 19
CCCCOc1ccc(CON(C(C)=O)C(C)=O)cc1Cl | -0.5 | -4
CC(C)NC(=O)c1ccccc1NC(=O)C(C)Oc1ccccc1 (stereo unspecified) | -0.6 | 16
CCn1c2ccccc2c2cc(NC(=O)COC(=O)c3cc(Cl)c(N)cc3OC)ccc21 | -1.1 | 30
S=C(Nc1cccc(Cl)c1)Nc1ccc2cn[nH]c2c1 | 27* | 2
CC(C)(C)c1ccc(O)c(N=Cc2cc(Br)ccc2O)c1 | 0.2 | 20
O=C(C=C1SCCS1)/C=C/c1ccco1 | -2.2 | 35
Cc1cccc(NC(=O)c2ccc(F)c(S(=O)(=O)N3CCC4(CC3)OCCO4)c2)c1 | -0.2 | 15
COC(=O)c1ccc(N2CCN(C)CC2)c(NC(=O)c2ccc(Br)o2)c1 | 6.9 | 23
Cn1c(SCC(=O)c2ccccc2)nnc1-c1ccncc1 | 0.4 | 13
O=C(OCC(=O)c1cccs1)c1cccc(C(=O)OCC(=O)c2cccs2)n1 | -3.3 | 11
Cc1nnc(NC(=O)c2cccc(S(=O)(=O)N3CCN(C)CC3)c2)s1 | -1.5 | 3
CCN(CC)c1ccc(/C=N/N=C(c2ccccc2)c2ccccc2)c(O)c1 | -0.8 | 29
Clc1cccc(Cl)c1CSc1cc2c(nn1)-c1ccccc1CC2 | -4.5 | 3
O=C(Cn1cc(C(F)(F)F)ccc1=O)N/N=C/c1ccc(Cl)c(Cl)c1 | 1.2 | 4
COc1ccc(CN(CCO)CCO)cc1[N+](=O)[O-] | -2.9 | 24
O=C(Cc1ccc(Cl)cc1)Nc1cccc(-c2nnc(-c3ccco3)o2)c1 | 3.1 | 16
CN(C)CCNC(C(=O)Nc1cc(Cl)cc(Cl)c1)c1ccccc1 (stereo unspecified) | 0.7 | 16
c1ccc(-c2cc3c(N4CCOCC4)ncnc3s2)cc1 | -0.6 | 25
CC(C)CCC1(C)NC(=O)N(CC(=O)Nc2ccc3c(c2)OCCO3)C1=O (stereo unspecified) | -1.3 | 2
CCOC(=O)N1CCC(NC(=O)CSCc2cnn(-c3ccccc3)c2-n2cccc2)CC1 | -0.7 | 31
CN(C)C(=O)NC(Nc1ccc(Cl)cc1Cl)C(Cl)(Cl)Cl (stereo unspecified) | -0.3 | 11
CCc1noc(C)c1C(=O)N1CC(C)OC(C)C1 (stereo unspecified) | 0.5 | 5
COc1ccc(S(=O)(=O)N2CCC(C(=O)N3CCCCC3)CC2)cc1OC | 0.4 | 12
CN=c1scc(C)n1/N=C/c1ccc2c(c1)OCO2 | 1.0 | 21
CC1(C)C(=O)OC(c2c3ccccc3cc3ccccc23)C(C)(C)C1=O (stereo unspecified) | -1.7 | 21
O=S(=O)(NCCCc1ccccc1)c1cccc2nsnc12 | -0.2 | 27
COc1cccc(-n2c(=O)[nH]cc(C(=O)Nc3ccc4c(c3)OCCO4)c2=O)c1 | 1.2 | 3
COc1ccccc1N1CCN(c2nc(C)cc(=O)[nH]2)CC1 | -0.6 | 4
COc1cc(OC)c(NC2=CC(=O)C(=O)c3ccccc32)cc1Cl | 0.6 | 2
O=C(O)Cn1c(P(=O)(O)c2ccccc2)nc2ccccc21 | -1.2 | 2
CC1CCCN(C(=O)CCCC(=O)N2CCCC(C)C2)C1 (stereo unspecified) | 0.2 | 10
c1ccc2c(c1)Cn1c-2nc2ccccc21 | 14 | 38
COc1ccccc1N1CCN(S(=O)(=O)CCNC(=O)Cc2ccc(F)cc2)CC1 | -0.6 | 4
O=C(CN1C(=O)C2CC=CCC2C1=O)NCc1cccs1 (stereo unspecified) | -1.2 | 5
COc1cc2cc(CCCOC(=O)c3ccc(Br)cc3)oc(=O)c2cc1OC | -0.2 | 14
Cc1cc(NS(=O)(=O)c2ccc(NC(=O)c3cnc4sccn4c3=O)cc2)nc(C)n1 | 0.6 | 8
CC1CN(CCC(=O)Nc2ccccc2F)CC(C)O1 (stereo unspecified) | -0.7 | 9
CC1CCCCN1CC(=O)Nc1sc2c(c1C#N)CCC2 (stereo unspecified) | -1.6 | 0
CN(C)CCNS(=O)(=O)c1ccc(Cl)cc1 | 0.9 | 11
Cc1ccc(S(=O)(=O)N2CCCOC2CNC(=O)C(=O)NCc2cccs2)cc1 (stereo unspecified) | 0.3 | 2
O=C(Nc1cc(C(F)(F)F)ccc1N1CCOCC1)c1ccncc1 | -3.2 | 6
CC(C)Nc1nc(N(c2ccccc2)c2ccccc2)nc(-n2ccnc2)n1 | -2.5 | 19
O=C(O)c1ccc(CNC(=O)C2CCCN2C(=O)OCc2ccccc2)cc1 (stereo unspecified) | -2.1 | /
COc1ccc2nc(NC(=O)c3cccc(S(=O)(=O)N4CCOCC4)c3)sc2c1 | 2.8 | 33
CC(C)c1ccc(OCC(=O)NNC(=S)NC(=O)C2CC2)cc1 | -2.1 | 18

Next results.
SMILES | STK33 inh | OX1R antag
CCOC(=O)c1cnc(Nc2nc3ccccc3o2)nc1C | 0.0 | 0
Cc1cc(S(=O)(=O)NCCc2ccncc2)cc(C)c1F | -2.3 | 2
O=C(/C=C/c1ccc(F)cc1)N1CCCN(C(=O)/C=C/c2ccc(F)cc2)CC1 | -0.3 | 24
O=Cc1c(N2CCN(c3ccccc3)CC2)nc2ccccn2c1=O | 0.2 | 25
Cc1ccsc1C(=O)N1CCN(c2ncc(C(F)(F)F)cc2Cl)CC1 | -0.7 | 15
Cc1cc(C(=O)O)c(CSCc2cc(C(=O)O)oc2C)o1 | -1.6 | 22
COc1ccc(OC)c(CNC(=O)CCc2cn(C)c3ccccc23)c1 | -1.5 | 9
Clc1ccc(-c2cc(C3CCNCC3)[nH]n2)c(Cl)c1 | -0.8 | 9
CCCNS(=O)(=O)c1ccc(CCC(=O)N2CCN(CC)CC2)cc1 | 0.1 | 6
O=C(c1ccccc1CCc1ccccc1)N1CCOCC1 | -1.5 | 9
CCOC(=O)c1c(C)[nH]c(C(=O)COC(=O)C2(C)CC2(Cl)Cl)c1C (stereo unspecified) | -0.1 | 5
CCCCn1c(SCC(=O)N2CCOCC2)nc2c1c(=O)n(C)c(=O)n2C | 0.2 | 3
Cc1nnc(SCC(=O)NC2CCCc3ccccc32)n1-c1ccccc1 (stereo unspecified) | -0.1 | 5
Cn1c(COc2ccccc2Br)nc2ccccc21 | 0.5 | 44
CCCn1c(SCC(=O)N2CCN(C(C)=O)CC2)nc2sc3c(c2c1=O)CCC3 | -4.5 | 29
O=C(NCc1ccc(F)cc1F)c1cc(COc2c(F)cccc2F)on1 | / | 16
Cc1ccc(OCCN2C(=O)C(=O)c3cc(C)ccc32)cc1 | 2.8 | 2
O=C(O)CCC(=O)NNC(=O)c1ccc([N+](=O)[O-])cc1 | -1.2 | 65
CC(NCc1cccs1)c1ccccc1 (stereo unspecified) | -1.1 | 13
CCCn1c(-c2cccs2)nc2nc3ccccc3nc21 | -0.5 | 64*

19 entries already listed, ordered by formula weight, smallest number first.
SMILES | STK33 inh | OX1R antag
CC(NCc1cccs1)c1ccccc1 (stereo unspecified) | -1.1 | 13
O=C(O)CCC(=O)NNC(=O)c1ccc([N+](=O)[O-])cc1 | -1.2 | 65
CCCn1c(-c2cccs2)nc2nc3ccccc3nc21 | -0.5 | 64*
Cc1ccc(OCCN2C(=O)C(=O)c3cc(C)ccc32)cc1 | 2.8 | 2
Clc1ccc(-c2cc(C3CCNCC3)[nH]n2)c(Cl)c1 | -0.8 | 9
CCOC(=O)c1cnc(Nc2nc3ccccc3o2)nc1C | 0.0 | 0
Cc1cc(S(=O)(=O)NCCc2ccncc2)cc(C)c1F | -2.3 | 2
Cc1cc(C(=O)O)c(CSCc2cc(C(=O)O)oc2C)o1 | -1.6 | 22
Cn1c(COc2ccccc2Br)nc2ccccc21 | 0.5 | 44
O=Cc1c(N2CCN(c3ccccc3)CC2)nc2ccccn2c1=O | 0.2 | 25
CC(C)c1ccc(OCC(=O)NNC(=S)NC(=O)C2CC2)cc1 | -2.1 | 18
COc1ccc(OC)c(CNC(=O)CCc2cn(C)c3ccccc23)c1 | -1.5 | 9
CCCNS(=O)(=O)c1ccc(CCC(=O)N2CCN(CC)CC2)cc1 | 0.1 | 6
CCOC(=O)c1c(C)[nH]c(C(=O)COC(=O)C2(C)CC2(Cl)Cl)c1C (stereo unspecified) | -0.1 | 5
Cc1nnc(SCC(=O)NC2CCCc3ccccc32)n1-c1ccccc1 (stereo unspecified) | -0.1 | 5
O=C(NCc1ccc(F)cc1F)c1cc(COc2c(F)cccc2F)on1 | / | 16
Cc1ccsc1C(=O)N1CCN(c2ncc(C(F)(F)F)cc2Cl)CC1 | -0.7 | 15
COc1ccc2nc(NC(=O)c3cccc(S(=O)(=O)N4CCOCC4)c3)sc2c1 | 2.8 | 33
CCCn1c(SCC(=O)N2CCN(C(C)=O)CC2)nc2sc3c(c2c1=O)CCC3 | -4.5 | 29

Other records:
SMILES | STK33 inh | OX1R antag
CCN1CCN(CCC(=O)Nc2cc(OC)cc(OC)c2)CC1 | 0.5 | 3
COc1nc(N)c(S(=O)(=O)c2ccc(C)cc2)cc1C#N | -0.4 | 5
O=C(Nc1ncccc1O)c1cccc(S(=O)(=O)N2CCCc3ccccc32)c1 | -2.0 | 20
CCOc1ccc(S(=O)(=O)Nc2cc(S(=O)(=O)N(CC)CC)ccc2N2CCCC2)cc1 | -2.1 | 10
CC(C)(C)OC(=O)N1CCC2(CC1)Oc1ccc(F)cc1C(=O)C21CC(c2ccccc2)=NO1 (stereo unspecified) | 1.0 | 33
O=C(C1CC(c2ccc(F)cc2)=NO1)N1CCc2ccccc2C1 (stereo unspecified) | 2.8 | 12
Cc1ccc(CNC(=O)C(C(=O)NCc2ccc(C)o2)c2ncc(C(F)(F)F)cc2Cl)o1 | -2.5 | 22
Cc1cccc2c1cnn2C(=O)Nc1ccc(Br)cc1F | 0.8 | -6
CC(C)=CCCC(C)CCO (stereo unspecified) | / | 6
Cc1n[nH]c(C)c1CCC(=O)N/N=C/c1c[nH]c2ccccc12 | 0.4 | 12
Cc1cc(C)nc(SCc2n[nH]c(=S)n2C)n1 | -2.1 | -2
CN(C)CCCC(C)(O)C(Cc1ccccc1)c1ccccc1 (stereo unspecified) | -1.0 | 4
CN(Cc1ccccc1)S(=O)(=O)c1ccc(OCC(=O)N2CCC(C(N)=O)CC2)cc1 | -2.0 | 0
CC1CCc2c(sc(NC(=O)c3ccc(Cn4cc([N+](=O)[O-])cn4)o3)c2C#N)C1 (stereo unspecified) | -1.9 | 15
CN(C)c1ccc(C(CNS(=O)(=O)c2ccc3ccccc3c2)N2CCOCC2)cc1 (stereo unspecified) | -0.5 | 17
Cc1cc2c(c(=O)n1Cc1cccnc1)C(c1cccs1)C(C#N)=C(N)O2 (stereo unspecified) | 0.2 | 21
O=C(Nc1ccc([N+](=O)[O-])cn1)C1CC1 | -2.1 | 63
Cc1ccccc1C(=O)Nn1cnc2ccccc2c1=O | -0.1 | 8
Cc1ccc(C2Nc3ccccc3C(=O)N2CCN2CCNC2=O)cc1 (stereo unspecified) | 5.4 | 11
O=c1cc(-c2ccc(O)c(O)c2)oc2cc(O)c(C3OC(CO)C(O)C(O)C3O)c(O)c12 (stereo unspecified) | 2.3 | 16
COc1cccc(C(=O)Nc2ccc(N3CCN(S(C)(=O)=O)CC3)cc2)c1 | -0.5 | 0
CN(Cc1ccccc1)C(=O)Cc1ccccc1 | -0.8 | 14
O=C(c1ccc([N+](=O)[O-])cc1)N1CCCC1 | 0.2 | 30
COc1ccc(C(=O)NC2CCN(CC(=O)NCc3cccc(OC)c3)CC2)cc1 | -2.6 | 11
O=C(O)C1=CCNCC1 | -1.3 | 3
Cc1oc2ccc(OC(=O)N3CCOCC3)cc2c1C(=O)OC(C)C | -0.1 | 10
COC(Cn1cc(C)c(=O)[nH]c1=O)OC | -0.5 | 10
O=c1cc[nH]c2c1ccc1c(=O)cc[nH]c12 | 4.8 | 3
O=S1(=O)CCOC[C@H](c2ccccc2)N1Cc1cccc(Cl)c1 | -1.1 | 28
COc1ccc(NC(=S)NC(NC(=O)/C=C/c2ccccc2)C(Cl)(Cl)Cl)cc1 (stereo unspecified) | -1.0 | 25
CCn1c(SCC(=O)c2[nH]c(C)c(C(C)=O)c2C)nnc1-c1ccncc1 | -1.5 | -4
Cc1cc(C)n(-c2ccc(NC(=O)C3CCCCN3C(=O)c3ccoc3C)cc2)n1 (stereo unspecified) | 0.2 | 15
CCOc1ccccc1N1CCN(C(=S)Nc2ccc(S(=O)(=O)Nc3ncccn3)cc2)CC1 | -0.7 | 16
Cc1cc(NS(=O)(=O)c2ccc(NC(=S)NC(=O)c3ccc(Cl)cc3Cl)cc2)no1 | 0.4 | 17
O=C(COC(=O)[C@@H]1CCCN1S(=O)(=O)c1ccc(Cl)cc1)NC1CC1 | -0.2 | -5
COC(=O)C1=C(NC(=O)c2ccccc2C)CCS1 | -3.7 | 16
O=C(CCCN1C(=O)c2ccccc2C1=O)Nc1nncs1 | -1.1 | 12
CCOc1ccc(C2C(C(=O)c3ccco3)=C(O)C(=O)N2Cc2cccnc2)cc1OC (stereo unspecified) | -1.6 | 23
O=C(NNC(=O)c1cc2cc(OC(F)(F)F)ccc2[nH]1)c1ccc(Cl)cc1 | -1.2 | 6
Cc1ccc2c(c1)nnn2C1CCN(CC(=O)c2ccc(Cl)cc2)CC1 | -3.1 | 11
O=C(C[n+]1ccc(-c2ccccc2)cc1)Nc1ccc([N+](=O)[O-])cc1 | -1.3 | 9
O=C(O)c1ccccc1C(=O)NC1CCN(c2nccc(C(F)(F)F)n2)CC1 | -0.7 | -2
